# proKLK7 act: proKLK7 (human) activation, primary screen; 370,000 tested, 0.9% active; activation, % at 7 µM; P49862; purified proKLK7, EDANS-DABCYL substrate fluorescence; 100% is mature enzyme control, 0% vehicle; AID 652039;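 active = activation above the mean of all tested compounds plus 3 SD, computed per campaign excluding outliers beyond control limits, cut at about 13% in these data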
# SIAE inh: inhibitors of human sialic acid acetylesterase SIAE; Q9HAT2; SIAE FP-Rh probe binding, fluorescence polarization; inhibition, % at 9.66 µM; 370,000 tested, 0.69% active; AID 1053197;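 active = inhibition above a cutoff: mean of compounds within the control limits plus 3 SD of those, cut at about 17% in these data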;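 also: 0% = plate median of compound wells and 100% = probe without SIAE protein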
# TCR-CD3 inh: blocks the human TCR-CD3 interaction. TAMRA-labeled TCR probe fluorescence, biochemical. inhibition, % at 9.4 µM. 360,000 tested, 0.37% active. AID 651800; in the data active = inhibition above about 19%;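 also: recombinant mutant TCR 2C K166C tagged with TAMRA read by polarization; 0% = receptor in buffer alone and 100% = receptor with positive control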
# Tn7 DDE FP: disrupts Tn7 cyclic peptide binding to fibrin D-Dimer-E complex; inhibition, % at 8.3 µM; P02675; FP displacement of FITC-Tn7 peptide from fibrin DD(E); 0% = median of compound wells per plate; AID 720508; 370,000 tested, 0.13% active;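 active = inhibition above the mean of compounds falling within the control limits plus 3 SD of them, cut at about 14% in these data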;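 also: 0% = plate median of compound wells and 100% = 10 µM Aha-Tn7 peptide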
# Target sequence (P02675 whole entry, looked up): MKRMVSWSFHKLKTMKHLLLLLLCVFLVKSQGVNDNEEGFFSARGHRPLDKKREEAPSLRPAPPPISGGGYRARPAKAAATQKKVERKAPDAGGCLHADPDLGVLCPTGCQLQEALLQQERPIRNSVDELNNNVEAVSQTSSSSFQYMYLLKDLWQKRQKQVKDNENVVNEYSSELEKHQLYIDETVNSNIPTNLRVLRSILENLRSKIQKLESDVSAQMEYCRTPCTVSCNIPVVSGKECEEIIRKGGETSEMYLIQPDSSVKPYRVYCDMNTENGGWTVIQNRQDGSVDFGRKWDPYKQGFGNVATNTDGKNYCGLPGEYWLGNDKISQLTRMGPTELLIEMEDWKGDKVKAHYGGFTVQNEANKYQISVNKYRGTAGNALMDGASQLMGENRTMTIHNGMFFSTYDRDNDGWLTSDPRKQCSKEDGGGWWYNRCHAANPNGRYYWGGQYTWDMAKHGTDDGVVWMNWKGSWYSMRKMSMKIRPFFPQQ
#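 Assay system: human fibrin DD(E) protein / Input: 2 µM fibrin DD(E) / Benchmarks: high control of 10 µM Aha-Tn7 peptide / Measured by: fluorescence polarization of the labelled Tn7 tracer / Medium: Tris buffer with calcium and detergent, pH 7.8 / Timing: 10 min compound pre-incubation, 3 h probe incubation at room temperature / Repeats: one replicate per compound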
# TDP2 inh: blocks human TDP2 phosphodiesterase activity; O95551; recombinant TDP2, T5PNP hydrolysis, p-nitrophenol absorbance 415 nm; inhibition, % at 12.8 µM; 370,000 tested, 0.34% active; AID 720702;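 active = inhibition above the mean of all tested compounds plus 3 SD, set per campaign, cut at about 25% in these data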;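 also: 0% = DMSO with enzyme and 100% = buffer with substrate but no TDP2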
# Target sequence (O95551 whole entry, looked up): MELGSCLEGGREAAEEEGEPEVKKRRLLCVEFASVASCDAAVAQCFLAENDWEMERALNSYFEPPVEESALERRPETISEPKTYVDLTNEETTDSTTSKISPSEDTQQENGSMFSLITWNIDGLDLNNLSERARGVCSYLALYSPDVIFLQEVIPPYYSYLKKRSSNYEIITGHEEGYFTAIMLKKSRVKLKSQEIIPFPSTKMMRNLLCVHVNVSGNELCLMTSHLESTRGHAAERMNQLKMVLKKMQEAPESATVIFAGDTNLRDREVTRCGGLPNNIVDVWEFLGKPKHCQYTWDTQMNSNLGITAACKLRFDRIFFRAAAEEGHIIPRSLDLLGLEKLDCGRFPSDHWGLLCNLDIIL
#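 Assay system: recombinant human TDP2 / Reagent: T5PNP substrate at 5 mM, a TopII-DNA adduct mimic / Measured by: epi absorbance from released p-nitrophenol / Evaluation: % inhibition relative to enzyme-containing and enzyme-free wells / Control set: enzyme-free and DMSO wells / Replicates: each compound tested once, singlicate / Schedule: enzyme reaction with compound for 2 h at 37 °C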
# UHRF1 binding: human UHRF1 methylated DNA binding inhibitors. inhibition, % at 4.4 µM. UHRF1 binding to methylated oligo, TR-FRET. AID 687016. 370,000 tested, 0.75% active. Q96T88; in the data active = inhibition above about 21%;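 also: UHRF1 SRA domain binding a hemimethylated CpG hairpin DNA probe; 0% = median of test compound wells and 100% = reference inhibitor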
# LEDGF integ inh: blocks HIV-1 LEDGF/p75-dependent DNA integration. TR-FRET IN-LEDGF/p75 DNA integration, Eu/Cy5. inhibition, % at 3.7 µM. 370,000 tested, 0.64% active. AID 743269;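 active = inhibition above the screen-wide mean plus 3 SD, cut at about 13% in these data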;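 also: signal is the Cy5 over europium emission ratio at 671 and 618 nm; 0% = plate median of compound wells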
# PRMT1 FP inh: blocks human protein arginine methyltransferase 1. Q99873. recombinant PRMT1, activity-based probe fluorescence polarization. inhibition, % at 2.79 µM. 370,000 tested, 1.3% active. AID 652257;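 active = inhibition above about 21% made by adding two undisclosed values, limit read from the data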
# MBD2 inh: blocks human MBD2 binding to methylated DNA | Q9UBB5 | inhibition, % at 4.4 µM | 370,000 tested, 0.31% active | TR-FRET, MBD2 binding to methylated oligonucleotide; in the data active = inhibition above about 13%
# DDE Tn6 FP inh: inhibitors of Tn6 peptide binding to human fibrin DD(E) | P02675 | Fibrin DD(E) TRITC-Tn6 fluorescence polarization displacement | inhibition, % at 8.3 µM | 370,000 tested, 0.21% active | AID 720509;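 active = inhibition above a per-campaign cutoff: mean of compounds within control limits plus 3 SD, cut at about 15% in these data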;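 also: 0% = median of all compound wells on the plate and 100% = blocking peptide control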
# * marks the source's active call; other numbers are inactive results.
compound	MBD2 inh	SIAE inh	LEDGF integ inh	PRMT1 FP inh	DDE Tn6 FP inh	TDP2 inh	Tn7 DDE FP	TCR-CD3 inh	proKLK7 act	UHRF1 binding
Cc1cccnc1NC(=O)C1CCCN(S(=O)(=O)c2ccc3c(c2)oc(=O)n3C)C1 (stereo not given)	-3	7	-3	-3	7	-13	5	6	0.1	2
CC(NC(=S)Nc1ccc([N+](=O)[O-])cc1)c1ccncc1 (stereo not given)	2	-3	-6	5	-2	-2	7	-4	-0.2	46*
O=C(OCC(=O)N1CCOCC1)c1cc2ccccc2oc1=O	4	-4	-2	-1	3	-1	-2	-4	-3.9	2
O=S(=O)(NCc1csc(-c2cccnc2)n1)c1cccs1	3	6	1	-2	-3	-5	-1	3	-0.1	-2
CC1(C(=O)NS(=O)(=O)Cc2ccccc2C(F)(F)F)CCN1C(=O)c1ccco1 (stereo not given)	2	1	1	-1	-6	-8	-8	-7	0.4	1
CC(C)N(C(=O)[C@H]1C[C@H](CC(=O)NCC23CC4CC(CC(C4)C2)C3)C(=O)N2CCc3c([nH]c4cc(-c5ccco5)ccc34)[C@]12C)C(C)C	-10	-1	-6	1	-4	-9	2	5	0.5	0
COc1ccc2oc(C(=O)N3CCN(C/C=C/c4ccccc4)CC3)c(C)c2c1	3	2	-2	1	-3	-4	-6	-2	-0.4	-1
CN1c2cccc3cccc(c23)N(C)C1(C)C	-2	4	2	17	-8	13	2	-5	-38	1
COC(=O)COc1ccc2c(=O)c(-c3ccccc3OC)coc2c1	-5	-3	-2	1	-2	5	2	0	0.0	0
OCc1cn(-c2ccccc2)nc1-c1ccc2c(c1)OCCO2	-3	-1	0	-3	-7	3	-3	-2	0.6	0
Cc1ccc(NCC(=O)Nc2c(C)n(C)n(-c3ccccc3)c2=O)cc1S(=O)(=O)N(C)C	1	13	-4	1	-3	8	-2	2	0.2	8
Cc1ccccc1C(=O)Nc1ccc(N2CCOCC2)nc1	-1	-5	-3	0	-6	-3	-2	7	0.3	0
S=C(NCCc1ccc(Cl)cc1)NC1CC1	1	-2	2	-2	-2	2	-5	-4	-0.3	-2
Cc1cccc(-c2nnc(SCc3nc4ccccc4[nH]3)n2Cc2ccco2)c1	-9	1	0	-1	-3	3	8	3	1.0	0
O=C(CN1C(=O)COc2ccccc21)NCCN1CCCC1	-4	2	-3	-1	4	-12	3	-3	-0.5	1
Cc1cccc(C)c1Nc1nc2ccccc2o1	5	1	-2	3	-4	7	-1	-2	0.5	0
Fc1ccc(-c2nnc(-n3nnc4ccccc43)c3ccccc23)cc1	-2	-5	-3	1	-2	7	-5	-6	0.8	1
COc1ccc(S(=O)(=O)Cc2ccc(C(=O)NCc3ccccc3OC)o2)cc1	1	5	0	2	3	5	1	2	-0.8	11
CC(C)Nc1ncnc2c1nnn2Cc1ccccc1	1	1	0	1	3	-1	0	-1	0.3	0
CN1C(=O)/C(=C\c2cc(N=Nc3ccccc3)ccc2O)SC1=S	-5	-2	2	7	1	-10	-2	-4	-0.6	3
COc1ccc(Cc2nc3ccc(C(=O)N(C)CCc4cnn(C)c4)cc3o2)cc1OC	-4	-3	0	-2	6	-10	5	9	-0.2	-1
CCCCN(C)CCNC(=O)c1cc2c(=O)[nH]c3ccccc3c2n1C	10	-2	6	2	5	-2	-1	-3	1.2	5
COc1cc(C(=O)NCc2ccccc2)cc(Br)c1OC	-2	-4	-1	-1	2	1	-6	0	0.1	-1
CN(C)CCN(Cc1ccco1)C(=O)c1cc2c(Cl)nc3ccccc3c2s1	1	1	3	-2	0	6	-3	0	-0.6	-11
CCc1ccc(NC(=O)CSc2nc3[nH]ncc3c(=O)[nH]2)cc1	4	-5	-3	3	-3	-1	3	-5	0.2	3
CC(=O)OC1[C@H](Oc2c(O)c(C)c3c4c2[C@@H](C)CC[C@@H]4[C@@H](C)C[C@@H]3C=C(C)C)OC[C@@H](O)[C@@H]1O (stereo not given in full)	-9	-8	-5	2	2	-16	3	7	-0.2	-1
O=C(Cc1ccccc1)NCc1ccccn1	-2	4	3	-1	0	4	-4	-1	-0.1	0
CCOC(=O)c1c(C)n(O)c2ccc(Cl)cc2c1=O	7	1	-2	2	-9	4	-3	-6	9.5	25*
Cc1ccc(NS(=O)(=O)c2ccc(Cl)s2)cc1S(=O)(=O)N(C)C	-3	0	3	-1	5	11	1	3	0.4	1
COc1cc(CN2CCN(c3cc(C)ccc3C)CC2)cc([N+](=O)[O-])c1O	-3	6	-4	4	5	5	6	-6	-0.1	-4
CN1C(=O)/C(=C\c2ccc(-c3ccccc3)o2)SC1=S	0	-5	-5	7	7	1	-2	-7	0.1	-1
CN(C)c1ccc(NC(=O)COC(=O)Cn2nnc3ccccc32)cc1	-2	2	-1	5	-4	10	6	6	0.3	-2
C=CC1=C(C(=O)O)N2C(=O)[C@@H](NC(=O)/C(=N\OCC(=O)O)c3csc(N)n3)[C@H]2SC1	52*	1	20*	24*	6	15	1	5	0.3	77*
COc1ccc(NC(=O)C2Cc3c(-c4cccc(F)c4)ccnc3O2)cc1OC (stereo not given)	0	-4	2	2	1	1	9	4	-0.6	0
COc1ccc(Nc2nc(NCC3CCCO3)c3ccccc3n2)c(OC)c1 (stereo not given)	-4	4	-2	0	1	4	2	0	0.4	2
CC(C)c1ccc(NC(=O)COC(=O)CC2CCCC2)cc1	-7	20*	1	3	-3	2	7	-3	0.0	-3
CCNC(=O)C1CCCN(C(=O)c2cc(F)ccc2C)CC1 (stereo not given)	7	-4	2	3	-2	-4	-1	7	0.4	9
O=C1NC(Cc2c[nH]c3ccccc23)C(=O)N1Cc1ccccc1 (stereo not given)	-4	2	3	-2	2	-3	-3	-7	0.3	2
CCN1CCN(Cc2c(O)c(Cl)cc3c(C)cc(=O)oc23)CC1	-2	-3	-2	1	12	-7	6	6	71*	-1
O=C(N/N=C/c1cccc(F)c1)c1c(O)c2c([nH]c1=O)CCCC2	1	-11	2	-7	6	-29	0	10	-0.2	0
CCOC(=O)c1cc2sc(C)cc2n1CC(=O)N(CC)CC	-3	1	-4	-1	-5	6	1	7	-0.1	0
N#Cc1cncc(-c2ccc3c(c2)OCCOCCOCCOCCOCCO3)n1	1	-5	-2	1	-5	-13	1	0	0.8	3
CC(C)(C)OC(=O)NOCC(=O)N(CC(=O)c1ccccc1)Cc1ccccc1	-1	3	2	2	-2	-4	-3	-4	0.0	3
O=C(O)CCCNc1n[nH]c(=O)[nH]c1=O	1	0	1	-2	4	-8	-7	7	-0.1	26*
Cc1ccc(COc2ccc3c(c2)OCO3)cc1	1	0	1	-5	0	7	2	10	0.6	-1
COc1cccc(CNC(=O)CN2C(=O)COc3ccc(S(=O)(=O)N4CCCCCC4)cc32)c1	-3	2	2	-3	1	9	2	5	0.5	2
COc1ccc(CCN2C(=O)NC(NC(=O)CC(C)C)(C(F)(F)F)C2=O)cc1OC (stereo not given)	-2	6	-2	3	4	-11	1	5	-0.8	5
N#Cc1cc2c(nc1SCC(=O)O)CCCCC2	-3	0	-3	2	4	10	-4	7	0.5	1
CC1CN(C(=O)CCS(=O)(=O)c2ccccc2)CC(C)O1 (stereo not given)	7	0	2	1	-5	-22	0	3	-0.6	0
COC(=O)c1ccc(/C=N/N2C(C)CCCC2C)cc1 (stereo not given)	4	2	-1	0	-8	6	-4	-10	-0.2	-1

# (listing goes on)
compound	MBD2 inh	SIAE inh	LEDGF integ inh	PRMT1 FP inh	DDE Tn6 FP inh	TDP2 inh	Tn7 DDE FP	TCR-CD3 inh	proKLK7 act	UHRF1 binding
COc1ccccc1NC(=O)N1CCCC1C(=O)NC12CC3CC(CC(C3)C1)C2 (stereo not given)	3	4	2	0	4	-9	1	7	-0.3	-1
O=C(CCN1CCN(c2ccccc2F)CC1)Nc1ccccc1F	-1	4	-1	-1	8	-10	1	0	-0.1	2
Cc1oc(-c2ccc(Cl)cc2)nc1CS(=O)CC(=O)NC(C)c1ccccc1 (stereo not given)	1	4	2	6	-10	6	-9	-2	1.1	-1
CCCn1nnnc1NC(=O)c1cccs1	2	0	-3	-2	6	10	6	-2	0.2	-2
CCCCn1c(N)c(N(CCC(C)C)C(=O)c2c(CC)noc2C)c(=O)[nH]c1=O	4	9	-3	5	-1	-11	3	1	-2.2	2
CCn1c(=O)c2c(nc(SCC(=O)Nc3ccccc3)n2C)n(C)c1=O	-1	10	-3	3	-10	-11	-2	-6	0.5	4
COc1cccc(N(Cc2nnc3n2CCCCC3)C(=O)Nc2ccccc2)c1	-1	-5	0	-2	0	1	-4	-4	0.3	2
Cc1oc(-c2ccc(Cl)cc2)nc1CS(=O)CC(=O)NCc1ccc2c(c1)OCO2 (stereo not given)	-1	-8	7	5	3	-6	-2	2	0.3	1
CCc1ccc(-c2cn3c(n2)SCC3)cc1	8	-7	4	12	-10	-9	3	1	0.1	7
CCCn1c(N)c(C(=O)CN(C)CC(=O)Nc2cccc(F)c2)c(=O)[nH]c1=O	2	1	1	4	0	3	-10	3	0.1	1
Cc1ccc(C(OC(=O)c2ccco2)C(=O)NC2CCCC2)cc1 (stereo not given)	-3	4	-3	-9	3	-16	-1	0	-0.7	5
O=[N+]([O-])c1ccc(N2CCCCC2)nc1N1CCCCC1	1	-2	0	4	0	-4	0	-6	1.1	-2
COc1ccccc1CCNC(=O)CNC(=O)c1ccc2ccccc2c1	1	1	-4	0	-1	5	2	-7	-0.1	-1
O=C(NC1CC1)c1ccc(-n2cccc2)cc1	-2	-5	1	-1	-1	6	-2	3	0.1	2
NC(=O)c1cc2cc(Cc3ccccc3Cl)ccc2oc1=O	3	-6	0	-2	2	8	-3	1	-0.4	-1
CC(C(=O)N1CCN(C=O)CC1)N1C(=O)c2ccccc2C1=O (stereo not given)	10	-6	-1	-1	0	-1	-4	-3	0.5	11

# Four compounds out of the list, sorted by length of the SMILES, ascending.
compound	MBD2 inh	SIAE inh	LEDGF integ inh	PRMT1 FP inh	DDE Tn6 FP inh	TDP2 inh	Tn7 DDE FP	TCR-CD3 inh	proKLK7 act	UHRF1 binding
CCc1ccc(-c2cn3c(n2)SCC3)cc1	8	-7	4	12	-10	-9	3	1	0.1	7
CC(C)Nc1ncnc2c1nnn2Cc1ccccc1	1	1	0	1	3	-1	0	-1	0.3	0
O=C(NC1CC1)c1ccc(-n2cccc2)cc1	-2	-5	1	-1	-1	6	-2	3	0.1	2
O=[N+]([O-])c1ccc(N2CCCCC2)nc1N1CCCCC1	1	-2	0	4	0	-4	0	-6	1.1	-2
